MCF10A rereplic: induces DNA re-replication in MCF 10a normal breast cells. MCF 10A DNA re-replication, Hoechst nuclear intensity, 48 h. Potency, µM (doses to about 46.1 µM), for the others: top-dose activity, positive = re-replication, actives largely listed as activators. hit rate 2.9% among 350,000. AID 624296; also: potency is read from the fitted curve at half-maximal effect; % of control where 0% means no effect; nearly all actives have a fitted effect of over 50% in size
ATXN2 expr inh: reduces ATXN2 reporter expression in HEK-293 cells; HEK-293 ATXN2-luciferase reporter, luminescence, 24 h; Potency, µM (highest dose often 57 µM), without a hit: top-dose activity change, negative = inhibition, actives largely listed as inhibitors; AID 1745845; hit rate 0.72% among 360,000; also: potency is read from the fitted curve at half-maximal effect; % is scaled to controls: 0 for no effect and ±100 for the full control effect; nearly all actives have a fitted effect of over 55% in size
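qHTS (up to 57 uM final) was run with 24 h compound exposure of reporter cells at 37 °C. Each well was multiplexed: SteadyGlo luminescence measured ATXN2-luciferase expression after a fluorogenic Gly-Phe-AFC viability readout (25 uM final).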
Nrf2 inh: Nrf2 pathway inhibition; A549 ARE-Fluc reporter, luciferase luminescence, 18-24 h; Potency, µM (series often up to 46 µM), inactives show at the top dose activity change, negative = inhibition, most hits filed as inhibitors; hit rate 2.1% among 360,000; also: potency is read from the fitted curve at half-maximal effect; % is scaled to controls: 0 for no effect and ±100 for the full control effect; nearly all actives have a fitted effect of over 60% in size
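Quantitative HTS in A549 cells stably bearing an antioxidant response element-firefly luciferase construct. Inhibition of Nrf2-driven transcription was scored by luminescence after 18-24 h of compound exposure at 37 °C.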
IL-1B inflam inh: blocks inflammasome-driven IL-1 beta release; THP-1 LPS/ATP IL-1B secretion, AlphaLISA, 16 h; hits give low values; hit rate 4.7% among 360,000; activity change, % at 57.5 µM; in the data active = activity change below about -50%; inconclusive = mostly about -30% to -49%; also: % is scaled to controls: 0 for no effect and ±100 for the full control effect
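Secreted IL-1B measured by AlphaLISA bead assay after 16 h compound exposure of THP-1 cells; compounds (final up to 57.5 uM) added 1 h before LPS (250 ng/mL) and ATP (1.25 mM) stimulation; lower signal means less secretion.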
Nrf2 ARE act: activates Nrf2 signaling; AREc32 ARE-luciferase reporter (MCF7-derived line), luminescence, 24 h; Potency, µM (doses to about 46.1 µM), inactives show at the top dose activation, usual class: activators; hit rate 0.31% among 410,000; AID 624171; also: potency is read from the fitted curve at half-maximal effect; % of control where 0% means no effect; nearly all actives have a fitted effect of over 65% in size
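Each well held 1000 AREc32 cells, which were incubated with compound for 24 hr at 37 deg C after overnight attachment, and ARE reporter activity was quantified by firefly luciferase luminescence.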
S2 tox: viability counter-screen for ATXN expression inhibitors | S2 cells (HEK-293 line with an ATXN2-luciferase reporter) viability, CellTiter-Fluor protease fluorescence, 24 h | Potency, µM (highest dose often 56.7 µM), hits mostly cytotoxic | hit rate 0.49% among 400,000; also: potency is read from the fitted curve at half-maximal effect; nearly all actives have a fitted effect of over 40% in size
HepG2 tox: counter-screen for TGF-b inhibitors: cytotoxicity in HepG2 cells; hit rate 0.76% among 410,000; Potency, µM (titrated, usually from 46.1 µM), for inactives: at the highest dose activity change, negative = cytotoxicity, usual class: cytotoxic; HepG2 CAGA-GFP viability, ATP luminescence, 18 h; also: potency is read from the fitted curve at half-maximal effect; some results filed as inactive show a strong effect at the top dose
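CellTiter-Glo luminescence gave cytotoxicity after 18 hours at 37 degrees C. The cells were HepG2 CAGA-GFP in 1% FBS DMEM, stimulated with 500 pg/mL TGF-beta after compound addition. %Activity was normalised to no-cell wells (complete cell-killing) and DMSO (no toxicity), and curves were fitted and classified.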
A549 tox: A549 cytotoxicity, counter-screen for Nrf2 inhibitors; A549 ARE-Fluc cells, CellTiter-Fluor viability, 18-24 h; Potency, µM (titrated, usually from 46 µM), without a hit: at the highest dose activity change, negative = cytotoxicity, hits mostly inhibitors; hit rate 0.16% among 390,000; AID 504648; also: potency is read from the fitted curve at half-maximal effect; % is scaled to controls: 0 for no effect and ±100 for the full control effect
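Cytotoxicity counterscreen: CellTiter-Fluor fluorescence was measured in A549 ARE_Fluc cells after 18-24 h of compound exposure in a concentration series. The subsequent BugLite luminescent read reports ARE-luciferase activity.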
TGFb SMAD3 inh: inhibitors of TGF-b signaling; HepG2 CAGA-GFP TGF-b/SMAD3 reporter, GFP fluorescence, 18 h; TGF-beta stimulated, 500 pg/mL final; Potency, µM (highest dose often 46.1 µM), for inactives: at the highest dose activity, negative = inhibition, most hits filed as inhibitors; hit rate 1.2% among 410,000; AID 588855; also: potency is read from the fitted curve at half-maximal effect; % is scaled to controls: 0 for no effect and ±100 for the full control effect; nearly all actives have a fitted effect of over 65% in size
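Read-out: total well GFP (ex488/em500-530) summed from mean per-cell fluorescence. Cells: HEPG2 CAGA-GFP, 1% FBS DMEM, 18 h at 37 degrees C with 500 pg/mL final TGF-beta. Unstimulated wells served as the full-inhibition control; stimulated DMSO wells = 0%.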
* marks the source's active call; other numbers are inactive results; & = joins results of further samples; [ ] = remark or other dose. Unless noted, calls follow the shape of the dose curve; as a rule, active = well fitted curve in the direction sought with a large enough effect; inconclusive = small, poorly fitted or top-dose-only effect, or another doubt; inactive = no such curve, though single readings can be large; an effect the other way counts as inactive or inconclusive.

For O=C(COc1ccc(Oc2ccccc2)cc1)NC1CCS(=O)(=O)C1 (stereo unspecified) the results were MCF10A rereplic 12%, ATXN2 expr inh -25%, Nrf2 inh inconclusive, IL-1B inflam inh 30, Nrf2 ARE act -0.5%, S2 tox inactive, HepG2 tox -6%, A549 tox -1% and TGFb SMAD3 inh -1%.
For CCc1ccc2c(c1)C(=O)c1ccccc1C2=O the results were MCF10A rereplic 15%, ATXN2 expr inh 72%[activator], Nrf2 inh inconclusive, IL-1B inflam inh 26, Nrf2 ARE act 6.6%, S2 tox inactive, HepG2 tox 9%, A549 tox -4% and TGFb SMAD3 inh 2%.
Screening CN(C)CCCNC(=O)C[C@H]1C[C@H](C(=O)N2CCCCC2)[C@@]2(C)c3[nH]c4cc(-c5ccco5)ccc4c3CCN2C1=O returned MCF10A rereplic inconclusive, ATXN2 expr inh -21%, Nrf2 inh inconclusive, IL-1B inflam inh 0, Nrf2 ARE act -4.1%, S2 tox inconclusive, HepG2 tox -86%, A549 tox 3% and TGFb SMAD3 inh inconclusive.
Screening Cc1c(CCC(=O)NCCC(=O)O)c(=O)oc2c(C)c3oc4c(c3cc12)CCCC4 returned MCF10A rereplic -10%, Nrf2 inh inconclusive, IL-1B inflam inh 10, Nrf2 ARE act -0.7%, S2 tox inactive, HepG2 tox -25%, A549 tox 12% and TGFb SMAD3 inh -2%.
For COC(=O)c1ccccc1NC(=O)CSc1nc(NC(=O)c2ccccc2)c2c(C)c(C)oc2n1 the results were MCF10A rereplic 11%, ATXN2 expr inh -16%, IL-1B inflam inh -26, Nrf2 ARE act 2.3%, S2 tox inactive, HepG2 tox 0%, A549 tox 11% and TGFb SMAD3 inh 0%.
For CCOC(=O)C(C)Sc1nc2c(c(-c3cccs3)c1C#N)CCC2 (stereo unspecified) the results were MCF10A rereplic 16µM*, ATXN2 expr inh -5%, Nrf2 inh 13%, IL-1B inflam inh -13, Nrf2 ARE act inconclusive, S2 tox inactive, HepG2 tox -1%, A549 tox 2% and TGFb SMAD3 inh 8%.
For Cc1ccsc1C(=O)N1CCN(c2ccccn2)CC1 the results were MCF10A rereplic -1%, Nrf2 inh -23%, IL-1B inflam inh -8, Nrf2 ARE act -0.2%, HepG2 tox 9%, A549 tox 2% and TGFb SMAD3 inh 13%.
`Cc1ncc(CSc2ccc(Cl)cc2)c(CO)c1O` gave MCF10A rereplic -1%, ATXN2 expr inh -19%, Nrf2 inh -1%, IL-1B inflam inh inconclusive, Nrf2 ARE act 0.0%, S2 tox inactive, HepG2 tox 19%, A549 tox 1% and TGFb SMAD3 inh 5%.
`O=C(/C(=N/O)c1ccccc1)c1ccccc1` gave MCF10A rereplic 1%, ATXN2 expr inh 2%, Nrf2 inh -10%, IL-1B inflam inh -5, Nrf2 ARE act -0.2%, S2 tox inconclusive, HepG2 tox -3%, A549 tox 1% and TGFb SMAD3 inh 2%.
CSc1ccc(S(=O)(=O)N2CCCC2)cc1 was read as MCF10A rereplic -1%, ATXN2 expr inh 6%, Nrf2 inh 7%, IL-1B inflam inh 7, Nrf2 ARE act -0.2%, S2 tox inactive, HepG2 tox 3%, A549 tox 2% and TGFb SMAD3 inh -5%.
`NC(=O)c1nsc(C(=O)N(c2ccccc2)C(C(=O)NCC2CCCO2)c2ccc3ncccc3c2)c1N` (stereo unspecified) gave MCF10A rereplic -2%, ATXN2 expr inh -14%, Nrf2 inh -12%, IL-1B inflam inh -55*, Nrf2 ARE act -0.3%, HepG2 tox 4%, A549 tox -6% and TGFb SMAD3 inh 0%.
`CCC(=O)N1c2ccc(S(=O)(=O)NCCc3ccc(C)cc3)cc2CC1C` (stereo unspecified) gave MCF10A rereplic 1%, ATXN2 expr inh 1%, Nrf2 inh -4%, IL-1B inflam inh 13, Nrf2 ARE act -0.2%, S2 tox inactive, HepG2 tox -18%, A549 tox 13% and TGFb SMAD3 inh -23%.
Cc1cc(C)nc(N2CCC(C(=O)NC3CCCCCC3)CC2)n1 was read as MCF10A rereplic -6%, ATXN2 expr inh 1%, IL-1B inflam inh 10, Nrf2 ARE act -0.6%, S2 tox inactive, HepG2 tox 1%, A549 tox 2% and TGFb SMAD3 inh 19%.
`COc1ccc(N2CCN(C(=O)CNC(=O)c3cccs3)CC2)cc1` gave MCF10A rereplic 11%, ATXN2 expr inh -17%, Nrf2 inh 2%, IL-1B inflam inh 0, Nrf2 ARE act -0.5%, S2 tox inactive, HepG2 tox -7%, A549 tox 4% and TGFb SMAD3 inh -3%.
COc1cccc(C(=O)NC(c2ccc(Cl)cc2)c2cc(Cl)c3cccnc3c2O)c1 (stereo unspecified) was read as ATXN2 expr inh inconclusive, Nrf2 ARE act 0.8%, S2 tox inactive, HepG2 tox -5%, A549 tox -20% and TGFb SMAD3 inh inconclusive.
For COc1ccc(CCNc2ncnc3c2cnn3-c2ccc(F)cc2)cc1 the results were ATXN2 expr inh 9%, Nrf2 ARE act -0.2%, S2 tox inactive, HepG2 tox -18%, A549 tox 6% and TGFb SMAD3 inh -2%.
For CCOc1ccc(S(=O)(=O)N2CCC(C(=O)NC3CCCC3)CC2)cc1 the results were MCF10A rereplic 0%, ATXN2 expr inh -1%, Nrf2 inh 1%, IL-1B inflam inh 13, Nrf2 ARE act 0.0%, S2 tox inactive, HepG2 tox 1%, A549 tox 0% and TGFb SMAD3 inh 2%.
For CC12CCC(=O)N1C(C(=O)Nc1nc(-c3cc(F)ccc3F)cs1)CS2 (stereo unspecified) the results were MCF10A rereplic inconclusive, ATXN2 expr inh -1%, Nrf2 inh -11%, IL-1B inflam inh -1, Nrf2 ARE act 18%, S2 tox inactive, HepG2 tox -18%, A549 tox 0% and TGFb SMAD3 inh -14%.
C/C(=N\NC(=O)c1ccco1)c1cccc2ccccc12 was read as MCF10A rereplic inconclusive, ATXN2 expr inh 2%, Nrf2 inh -11%, IL-1B inflam inh 26, Nrf2 ARE act 3.0%, S2 tox inactive, HepG2 tox -14%, A549 tox 0% and TGFb SMAD3 inh -22%.
Screening COc1ccc(OC)c(N/C(C)=C/C(=O)c2ccccc2)c1 returned MCF10A rereplic 0%, ATXN2 expr inh 79%[activator], Nrf2 inh inconclusive, IL-1B inflam inh inconclusive, Nrf2 ARE act 3.4%, S2 tox inactive, HepG2 tox -9%, A549 tox 0% and TGFb SMAD3 inh 7%.
For COc1ccc(Cn2c(SCc3ccc(C(=O)NC4CCCCC4)cc3)nc3cccnc32)cc1 the results were ATXN2 expr inh 8%, Nrf2 inh 18µM*, Nrf2 ARE act 4.6%, S2 tox inactive, HepG2 tox -14%, A549 tox inconclusive and TGFb SMAD3 inh 5%.
Screening CNc1ccccc1C(C)(C)c1cc(-c2cccc(OC)c2)no1 returned MCF10A rereplic 12%, ATXN2 expr inh -38%, Nrf2 inh inconclusive, IL-1B inflam inh 7, Nrf2 ARE act 0.8%, S2 tox inactive, HepG2 tox -27%, A549 tox -15% and TGFb SMAD3 inh -6%.
Screening Cc1noc2ncnc(N3CCCC(C(=O)Nc4cc(F)ccc4F)C3)c12 (stereo unspecified) returned ATXN2 expr inh -23%, Nrf2 inh inconclusive, Nrf2 ARE act 7.2%, S2 tox inactive, HepG2 tox -5%, A549 tox 0% and TGFb SMAD3 inh -29%.
Screening Cc1nn(-c2ccccc2)cc1C(=S)Nc1ccccc1 returned MCF10A rereplic 12%, ATXN2 expr inh 2%, Nrf2 inh 30%, IL-1B inflam inh inconclusive, Nrf2 ARE act 2.9%, S2 tox inconclusive, HepG2 tox -9%, A549 tox -2% and TGFb SMAD3 inh 3%.
Cc1c(C(=O)N(Cc2ccc(N(C)C)cc2)CC2CCCO2)oc2ccccc12 (stereo unspecified) was read as MCF10A rereplic 9%, ATXN2 expr inh -16%, Nrf2 inh -13%&-30%, IL-1B inflam inh inconclusive, Nrf2 ARE act 1.8%&3.0%, S2 tox inactive, HepG2 tox 4%&-20%, A549 tox -3%&-6% and TGFb SMAD3 inh inconclusive.
For O=C(NCC1CCCO1)c1cc(-c2ccccc2)nc2ccc(Br)cc12 (stereo unspecified) the results were MCF10A rereplic 14%, ATXN2 expr inh 5%, Nrf2 inh -5%, IL-1B inflam inh -6, Nrf2 ARE act 0.3%, S2 tox inactive, HepG2 tox -15%, A549 tox 4% and TGFb SMAD3 inh 10%.
For O=[N+]([O-])c1ccc2[nH]c3c(c2c1)CCCC3O (stereo unspecified) the results were MCF10A rereplic 10%, ATXN2 expr inh -38%, Nrf2 inh -17%, IL-1B inflam inh -15, Nrf2 ARE act 0.4%, S2 tox inactive, HepG2 tox -26%, A549 tox inconclusive and TGFb SMAD3 inh -29%.
COc1ccc(NC(=S)N2CCN(S(C)(=O)=O)CC2)cc1OC was read as MCF10A rereplic -1%, ATXN2 expr inh 0%, Nrf2 inh 4%, IL-1B inflam inh inactive, Nrf2 ARE act 2.0%, S2 tox inactive, HepG2 tox -9%, A549 tox 0% and TGFb SMAD3 inh 28%.
For Cc1cccc(NC(=O)NC(=O)c2ccccc2)n1 the results were MCF10A rereplic -1%, ATXN2 expr inh 18%, Nrf2 inh inconclusive, IL-1B inflam inh -13, Nrf2 ARE act 4.1%, S2 tox inconclusive, HepG2 tox -6%, A549 tox -3% and TGFb SMAD3 inh 17%.
C=CCN(CC=C)C(=S)NC(=O)/C=C/c1ccccc1 was read as MCF10A rereplic 2%, ATXN2 expr inh -13%, Nrf2 inh -2%, IL-1B inflam inh 20, Nrf2 ARE act -0.4%, S2 tox inactive, HepG2 tox -14%, A549 tox 2% and TGFb SMAD3 inh inconclusive.
`O=C(CN1c2cccc3cccc(c23)S1(=O)=O)NCCc1ccccc1` gave MCF10A rereplic 11%, ATXN2 expr inh -4%, Nrf2 inh inconclusive, IL-1B inflam inh 6, Nrf2 ARE act 5.0%, S2 tox inactive, HepG2 tox -5%, A549 tox -10% and TGFb SMAD3 inh -53%.

Assay outcomes as filed in PubChem BioAssay.
